# TLR9-MyD88 inh: inhibitors of human TLR9-MyD88 binding; 0.21% of 340,000 active; Q9NR96+Q99836; AID 504734; inhibition, % at 4.98 µM; CHO BLA complementation TLR9-MyD88, CCF4 FRET ratio;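 active = inhibition above the mean over all tested compounds plus 3 SD, cut at about 21% in these data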;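 also: 0% = DMSO only wells and 100% = clavulanate BLA inhibitor control wells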
# TROY NFkB inh: TROY signaling inhibition; Q293 LMP1-TROYcd NF-kB luciferase reporter, 4 h; 0.98% of 360,000 active; inhibition, % at 10 µM;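 active = compounds whose plate-normalised and pattern-corrected inhibition of the luciferase reporter signal at the single screening dose is 50% or more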
# NCOA1 inh: inhibitors of human steroid receptor coactivator 1 (SRC1). Q15788. HEK293 GAL4-SRC1 luciferase reporter, luminescence. inhibition, % at 3.6 µM. 0.12% of 360,000 active. AID 588354;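 active = inhibition above the campaign mean plus 3 SD, with each screening campaign given its own cutoff, cut at about 60% in these data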;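 also: 0% = DMSO treated cells and 100% = gossypol at 36 µM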
# LRH-1 inv ag: suppresses constitutive activity of human LRH-1; 0.13% of 360,000 active; O00482; HEK293T StAR-luciferase reporter, LRH-1 transfected, 24 h; inhibition, % at 3.6 µM;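 active = inhibition above the mean inhibition of all tested compounds plus 3 SD, cut at about 73% in these data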;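 also: 0% = DMSO wells and 100% = reporter-only cells lacking LRH-1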
# NOD2 RIPK2 PPI: inhibitors of human NOD2-RIPK2 interaction; O43353; CHO BLA complementation NOD2-RIPK2, CCF4 ratio; inhibition, % at 4.98 µM; 0.38% of 360,000 active; AID 624267; in the data active = inhibition above about 21%;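 also: 0% = vehicle only and 100% = reference blocker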
# NCOA3 inh: inhibitors of human steroid receptor coactivator 3 (SRC3). AID 588352. HEK293 GAL4-SRC3 luciferase reporter, luminescence. Q9Y6Q9. 0.17% of 360,000 active. inhibition, % at 3.6 µM;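 active = inhibition above a per-campaign cutoff, the mean of all compounds plus 3 SD, cut at about 60% in these data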;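 also: 0% = DMSO-treated cells and 100% = gossypol-treated cells at 36 µM; higher means less SRC3-driven luciferase light from the GAL4 reporter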
# C8 TRAIL sens: sensitizes caspase-8 expressing cells to TRAIL; AID 624354; 1% of 360,000 active; inhibition (viability loss, TRAIL sensitization), % at 10 µM; NB7+C8 cells + TRAIL, ATPlite viability luminescence;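 active = compounds causing at least 50% loss of cell viability in the single-dose screen, relative to plate controls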
# TWEAK-Fn14 inh: TWEAK-Fn14 signaling inhibition; TWEAK-stimulated Fn14 reporter cells, luciferase luminescence, 8 h; inhibition, % at 10 µM; 2% of 360,000 active; AID 1159606; in the data active = inhibition above about 50%
# COUP-TFII inh: blocks human COUP-TFII nuclear receptor; P24468; HEK293T NGFI-A luciferase reporter, luminescence; inhibition, % at 8.6 µM; 0.7% of 370,000 active;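 active = inhibition above a per-plate cutoff, mean inhibition of test wells between control levels plus 3 SD, cut at about 38% in these data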;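 also: cells cotransfected with COUP-TFII expression vector driving the NGFI-A reporter; 0% = median of COUP-TF2 test wells and 100% = reporter-only cells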
# EBV LMP1 NFkB: inhibitors of Epstein-Barr LMP1-induced NF-kappaB reporter | inhibition, % at 12.5 µM | LMP1-induced NF-kappaB luciferase reporter cells, luminescence | 0.69% of 350,000 active | AID 504558; in the data active = inhibition above about 41%; inconclusive = no clear call, values can overlap the other calls;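 also: 0% = neutral control wells and 100% = reference inhibitor control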
# NCOA2 inhibitor: inhibits human steroid receptor coactivator 2 | Q15596 | HEK293 GAL4-SRC2 luciferase reporter, luminescence | inhibition, % at 9 µM | 0.17% of 370,000 active | AID 651957;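 active = inhibition above the mean inhibition of all tested compounds plus 3 SD, set per campaign, cut at about 52% in these data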;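 also: 0% = DMSO treated cells and 100% = cells given Gossypol at 36 µM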
# Target sequence (Q15596 whole entry, looked up, the tested form may be a part): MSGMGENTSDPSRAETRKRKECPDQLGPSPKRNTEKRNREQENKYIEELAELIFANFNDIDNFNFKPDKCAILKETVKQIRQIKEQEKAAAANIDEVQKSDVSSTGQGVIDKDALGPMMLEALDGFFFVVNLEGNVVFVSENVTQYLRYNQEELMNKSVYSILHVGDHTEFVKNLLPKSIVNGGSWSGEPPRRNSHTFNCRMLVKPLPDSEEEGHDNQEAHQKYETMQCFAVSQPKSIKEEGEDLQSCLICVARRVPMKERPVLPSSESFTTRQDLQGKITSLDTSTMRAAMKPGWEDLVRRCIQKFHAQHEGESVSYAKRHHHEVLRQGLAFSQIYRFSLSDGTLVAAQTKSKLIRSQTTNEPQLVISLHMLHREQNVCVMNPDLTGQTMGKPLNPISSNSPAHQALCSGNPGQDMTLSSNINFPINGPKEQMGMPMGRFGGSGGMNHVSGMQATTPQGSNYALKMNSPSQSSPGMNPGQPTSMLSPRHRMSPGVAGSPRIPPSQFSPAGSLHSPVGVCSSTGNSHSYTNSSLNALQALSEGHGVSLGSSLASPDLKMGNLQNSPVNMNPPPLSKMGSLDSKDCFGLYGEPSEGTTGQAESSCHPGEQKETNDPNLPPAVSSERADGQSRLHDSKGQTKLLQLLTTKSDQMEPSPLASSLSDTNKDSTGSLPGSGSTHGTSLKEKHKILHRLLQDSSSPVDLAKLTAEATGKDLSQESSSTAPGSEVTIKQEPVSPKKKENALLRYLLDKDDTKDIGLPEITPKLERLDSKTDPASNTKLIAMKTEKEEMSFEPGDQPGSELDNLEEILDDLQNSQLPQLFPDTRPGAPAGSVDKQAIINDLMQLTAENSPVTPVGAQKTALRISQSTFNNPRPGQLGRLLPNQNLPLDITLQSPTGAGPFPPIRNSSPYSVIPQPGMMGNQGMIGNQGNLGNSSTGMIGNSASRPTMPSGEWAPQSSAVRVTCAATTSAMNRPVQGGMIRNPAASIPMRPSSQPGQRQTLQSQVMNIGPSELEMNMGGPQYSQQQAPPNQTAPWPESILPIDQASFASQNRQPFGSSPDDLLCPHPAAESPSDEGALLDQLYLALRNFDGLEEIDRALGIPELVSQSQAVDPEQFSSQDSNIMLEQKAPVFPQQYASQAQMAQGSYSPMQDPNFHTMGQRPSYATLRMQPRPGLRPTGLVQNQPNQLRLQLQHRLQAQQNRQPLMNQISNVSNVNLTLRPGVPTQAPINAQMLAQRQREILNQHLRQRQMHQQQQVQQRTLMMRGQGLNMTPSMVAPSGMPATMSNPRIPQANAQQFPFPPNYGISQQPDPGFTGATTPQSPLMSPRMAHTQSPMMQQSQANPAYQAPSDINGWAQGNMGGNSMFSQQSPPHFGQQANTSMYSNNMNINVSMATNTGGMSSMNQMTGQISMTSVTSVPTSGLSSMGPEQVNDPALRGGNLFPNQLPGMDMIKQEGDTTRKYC
# * = called active by the depositor; ? = inconclusive; · = no result given. The list is partial. The share of hits here may be higher or lower than overall.
# Second line of a record – NCOA3 inh	NCOA2 inhibitor	NOD2 RIPK2 PPI	NCOA1 inh	LRH-1 inv ag	TROY NFkB inh	C8 TRAIL sens	EBV LMP1 NFkB	COUP-TFII inh	TWEAK-Fn14 inh	TLR9-MyD88 inh
O=C(CSc1nncs1)Nc1ccc2c(c1)OCO2
    -8.9	-37.8	-9.8	8.5	1.9	-39.8	2.2	-2.4	-11.2	-28.3	6.3
CC1CC(C)CN(C(=O)C(C)N2CCN(S(=O)(=O)c3ccccc3F)CC2)C1 (stereo unspecified)
    -9.2	-20.6	-0.8	3.6	13.1	4.2	10.4	-13.6	4.2	-0.5	-15.6
CC(=O)N1CCc2cc(S(=O)(=O)Nc3ccc(C)cc3)ccc21
    -1.6	-2.0	-12.4	-38.6	11.2	12.5	-2.8	7.4	14.2	19.6	-12.5
CCC1=C(OC(=O)N(CC)CC)N2C(=O)OC(=NCCc3c[nH]c4ccccc34)[C@]2(Cc2ccccc2)[C@H]2C1=CC[C@H]1C(=O)N(c3ccccc3)C(=O)[C@H]12
    -17.4	-3.7	-1.9	-9.2	11.2	-2.8	8.5	12.2	1.4	11.9	-2.8
O=[N+]([O-])c1ccc(Cl)cc1NCCCN1CCOCC1
    13.8	-15.2	-5.8	-5.7	0.0	0.9	0.7	8.5	10.4	-4.3	1.5
CC(C)(C)c1ccc(C(=O)CSc2ncn[nH]2)cc1
    -45.4	-5.3	5.3	-48.2	-52.4	-20.9	-6.6	-13.5	-9.4	-11.3	-6.7
CCOC(=O)Nc1ccc2c(c1)N(C(=O)CCN1CCN(CCO)CC1)c1ccccc1S2
    0.3	6.1	8.3	-22.2	-14.4	2.4	5.0	1.5	7.9	0.8	-3.9
O=C(Nc1ccc(F)cc1)N1CCCC(c2nc3c(nnn3Cc3ccccc3Cl)c(=O)[nH]2)C1 (stereo unspecified)
    12.2	-7.9	-3.2	-3.2	-17.5	-4.0	11.9	-7.6	-5.1	14.8	-2.0
Nc1nc2ncc(CNc3ccc(C(=O)N[C@@H](CCC(=O)O)C(=O)O)cc3)nc2c(=O)[nH]1
    8.4	15.5	-5.3	-5.8	-17.3	-4.2	6.9	-3.8	-6.9	-13.5	-10.8
OCCNCC(O)Cn1ccc2ccccc21 (stereo unspecified)
    -0.7	0.2	-1.3	-6.4	5.6	-16.7	-0.9	-6.3	-0.9	3.3	-2.2
O=C(CCCOc1ccc(Cl)cc1Cl)n1nnc2ccccc21
    12.6	10.6	-7.8	6.1	31.5	11.0	3.3	-4.4	-5.4	3.3	7.8
CCCCNc1ncnc2c1cnn2-c1ccc(C)cc1C
    7.6	-10.2	2.8	7.4	-57.1	-24.3	5.1	10.4	-18.7	-54.6	-7.4
COc1ccccc1NS(=O)(=O)c1cccc(C(=O)NNC(=O)c2ccc(O)c(Cl)c2)c1
    -58.0	-0.9	-0.4	-4.6	-2.9	-7.6	7.8	-1.4	17.5	-2.3	7.2
Cc1ccc2nc(CSc3nnc(Cc4cccs4)n3C3CCCCC3)cc(=O)n2c1
    2.1	19.4	4.3	-13.3	-4.8	-1.2	-1.6	-0.8	16.3	-7.4	-1.1
CN(C)S(=O)(=O)c1cccc(NC(=S)N/N=C/C(c2ccccc2)c2ccccc2)c1
    19.7	-24.4	-8.4	-5.7	2.1	16.3	4.9	4.9	17.6	-3.9	1.8
O=C(c1cc(F)ccc1F)C1CCCN(C(=O)CCCN2CCCCC2=O)C1 (stereo unspecified)
    -8.3	0.4	-3.6	-21.4	-1.3	17.3	-8.5	1.0	-3.5	-0.7	-5.3
O=S(=O)(NC(=NC1CCCCC1)c1ccccc1)c1ccc(F)cc1
    1.9	-1.7	-5.9	4.9	16.4	10.3	-18.2	-3.5	0.6	12.2	-10.9
O=C(Cc1cccs1)N1CCN(S(=O)(=O)c2ccc(F)c(F)c2)CC1
    -10.6	-16.3	1.3	-16.8	12.5	-0.8	-10.7	-4.4	-20.9	4.1	-13.2
COc1cc(OC)cc(C(=O)Nc2cccc(NC(=O)c3ccccc3)c2)c1
    -21.0	-19.3	-3.9	2.9	6.3	-0.1	-4.2	0.4	-6.0	23.4	-17.7
Cc1cc(OCC(=O)OCC(=O)N2CCc3ccccc32)ccc1Cl
    -14.1	-14.7	-14.9	-6.0	-11.4	3.3	9.0	1.1	0.7	-4.7	7.9
O=C(O)CC(NC(=O)CCC1CCCCC1)c1cc([N+](=O)[O-])ccc1Cl (stereo unspecified)
    2.7	-4.6	14.1	2.3	-4.9	-5.4	11.4	-2.7	9.4	4.0	13.6
Cc1cc(=O)[nH]c(NN)n1
    -1.1	3.2	-9.6	-13.1	-8.7	8.3	-7.6	-5.7	2.2	-6.4	1.0
CC(Cc1cccnc1)NC(=O)CCc1nnc(-c2ccccc2)o1 (stereo unspecified)
    9.9	-3.3	3.9	-1.2	-14.9	-25.3	-2.4	-0.2	-9.8	-3.3	3.2
CCCCCc1nc(-c2nonc2N)no1
    -12.8	-6.5	-11.4	3.3	-13.6	-22.5	-4.9	-2.0	3.3	-6.0	13.8
CCn1c(C)nc2cc(C(=O)NNC(=S)Nc3ccc(C)cc3)ccc21
    -9.0	-10.9	-4.8	-1.5	-21.3	4.7	-7.1	-1.1	9.5	-20.2	0.1
CC(Sc1nncs1)C(=O)Nc1ccc2c(c1)OCO2 (stereo unspecified)
    -5.7	0.8	-1.5	-44.0	-5.5	-10.8	16.2	-13.6	6.7	7.9	-0.1
C=CCNC(=O)C1CC(=O)N(c2ccc(OCC(=O)Nc3c(C)cccc3C)cc2)C1 (stereo unspecified)
    -5.3	11.7	-0.2	-51.9	-21.2	-2.1	2.9	4.3	11.9	17.6	-11.8
Cc1cc2nc(C)n(CCCNC(=O)Nc3ccccc3)c2cc1C
    1.9	23.0	-13.8	-6.5	15.7	5.1	-3.1	3.5	12.0	7.2	-4.6
Cc1cc(NC(=O)COC(=O)C2CSC3(C)CCC(=O)N23)ccc1Br (stereo unspecified)
    5.6	-4.8	5.8	-17.6	-14.4	6.3	-2.2	-5.6	-7.9	-3.4	-1.6
CCn1c(SCC(N)=O)nnc1-c1ccc2[nH]c(C)c(C)c2c1
    11.8	-27.8	1.4	-1.2	-7.8	1.1	-3.4	-10.2	6.7	-0.4	3.7

# Second line of a record – NCOA3 inh	NCOA2 inhibitor	NOD2 RIPK2 PPI	NCOA1 inh	LRH-1 inv ag	TROY NFkB inh	C8 TRAIL sens	EBV LMP1 NFkB	COUP-TFII inh	TWEAK-Fn14 inh	TLR9-MyD88 inh
COc1cc(C(=O)Oc2ccc(C(=S)N3CCOCC3)cc2)cc(OC)c1OC
    -1.8	-12.4	-0.3	-4.0	5.5	3.3	-5.4	-5.0	3.6	2.2	11.8
CCOc1ccc2nc(N3CCCN(C(=O)Nc4ccccc4C)CC3)c(C#N)cc2c1
    10.0	-10.1	2.8	7.2	-4.5	-3.9	4.4	3.9	-1.0	1.4	-2.2
CSc1nnc(C)c(=O)n1COC(=O)COc1ccccc1C
    15.0	-7.4	-8.7	5.9	14.4	6.9	-13.6	10.0	0.6	-23.5	-0.7
Cn1c(=N)n(CC(O)c2cccc3ccccc23)c2ccccc21 (stereo unspecified)
    3.7	-52.6	-3.9	-13.4	-0.1	10.9	17.5	-7.8	5.0	9.0	-0.3
O=C(NCc1ccco1)C1c2ccccc2Oc2ccccc21
    4.2	-4.0	3.4	-6.2	-7.0	5.9	-8.4	-6.5	17.6	11.9	-7.6
CCCCNC(=O)c1onc(CS(=O)(=O)c2ccccn2)c1C(=O)NCCCC
    8.8	-13.5	15.6	-0.1	-10.9	8.0	7.6	2.9	-6.8	1.4	-11.3
COc1ccc(/C=N/Nc2ccc(C(=O)O)cc2)c(OC)c1OC
    -51.4	-46.5	-4.7	-47.6	-72.9	21.7	-1.2	-8.3	-22.9	-5.8	-3.4
CC(=O)N[C@@H](Cc1c[nH]c2ccccc12)C(=O)NCc1ccccc1
    -1.7	-6.2	-3.6	-11.7	-3.0	4.1	13.6	1.8	5.8	12.1	-10.3
COc1ccc(C2c3[nH]c4ccccc4c3CCN2C(=O)c2cc3ncccn3n2)c(F)c1 (stereo unspecified)
    -25.5	-17.6	-12.8	-11.0	2.0	-9.4	15.4	2.5	3.1	15.1	-1.4
CCNC(=S)Nc1cc(C)ccn1
    -7.1	-0.8	-2.8	-6.2	-10.1	-8.6	3.8	-2.4	-13.7	-2.4	5.9
Cc1ccc(CNC(=O)CCc2cn(C)c3ccccc23)cc1
    11.2	-11.7	0.2	-8.5	13.6	-8.4	0.5	-8.0	14.2	-1.2	-5.1
Cc1c(C(=O)Oc2ccc(Cl)cc2)n(C)oc1=O
    11.9	-22.1	-7.3	-1.9	-12.1	12.2	-21.0	-5.9	8.2	-15.1	-6.2
COc1ccccc1N1CCN(C(=O)CCC(=O)N2CCN(c3ccc(F)cc3)CC2)CC1
    13.0	14.0	4.4	15.5	0.6	14.3	-10.1	?	39.8*	12.7	-1.5
CCCCNC(=O)C[C@@H]1C[C@@]2(C(=O)OCC)CCC=C2N(Cc2cccc3ccccc23)C1=O
    ·	3.4	3.2	·	-24.3	-8.0	2.9	·	16.5	14.7	·
COc1cccc(CN2CCN(Cc3c(C)nn(C(C)C)c3C)CC2CCO)c1 (stereo unspecified)
    11.0	-6.2	6.2	-6.7	9.7	-11.8	-6.1	3.4	1.9	0.5	-10.7
Cc1cc(S(=O)(=O)N2CCCCC2)ccc1OCC(=O)N1CCOCC1
    -5.6	2.3	6.1	-12.5	-1.7	-6.2	9.9	-12.0	10.8	-11.0	0.4
Cc1ccccc1CN1C(=O)[C@@H]2Cc3c([nH]c4ccccc34)C(C)(C)N2C1=O
    2.0	7.7	12.4	6.8	-0.4	20.7	10.8	-1.6	4.2	41.6	4.0
COC(=O)c1ccc(NS(=O)(=O)c2cccc3cccnc23)cc1
    -0.3	-4.4	1.5	3.2	7.1	4.7	-14.1	8.6	-4.4	-4.7	-0.4
CN(Cc1ccccc1)C(=O)COC(=O)c1cc(Cl)nc(Cl)c1
    11.2	-2.2	-6.9	-13.8	-0.5	13.2	-13.8	-4.3	12.9	-6.5	3.4
COc1cc2[nH]c(=S)nc(NCCc3ccc(C)cc3)c2cc1OC
    -9.7	-3.2	-13.4	7.3	5.7	32.9	17.2	9.2	2.5	11.1	8.3
Cc1ccc(Nc2nc3ccccc3s2)cc1
    -46.0	-70.9	-3.4	-189.5	-99.3	-37.4	34.1	-24.1	-50.5	1.9	0.8
Cc1ccc(-c2noc(CCC(=O)NCCc3ccccc3Cl)n2)cc1
    14.7	·	-3.6	-0.6	-13.9	-0.6	-3.4	-2.2	·	-0.1	6.1
Cc1ccccc1C(=O)N1CCC(C(=O)Nc2ccc(S(=O)(=O)N3CCCCC3)cc2)CC1
    5.8	-41.2	-11.4	-5.2	10.2	15.7	-3.8	4.4	-4.7	5.2	7.4
CC(=O)Nc1cccc(NC(=O)COc2ccccc2C)c1
    -9.1	-41.3	-1.7	-23.3	-41.7	-4.9	9.3	3.8	1.1	-4.5	-2.2
O=S(=O)(CCCc1ccccc1)c1ncn[nH]1
    13.7	-11.9	-2.3	3.4	-3.1	-8.1	-0.7	1.0	-1.9	2.8	-8.0
CC(Sc1ccccc1)C(=O)NCC1COc2ccccc2O1 (stereo unspecified)
    10.0	-3.9	0.3	-12.4	-21.5	-13.6	7.0	1.0	-14.4	-0.8	3.1

# Assay outcomes (PubChem BioAssay)
